Gli-Sufu block: Gli-Sufu pathway antagonists, primary screen, luciferase luminescence, Sufu-KO-LIGHT cells, uHTS. Sufu-KO-LIGHT fibroblasts, Gli luciferase reporter luminescence. inhibition, % at 5 µM. 340,000 compounds, 0.74% hits. AID 588413, 2011;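 active means inhibition above about 55%, limit read from the data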;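 further: 0% = DMSO-treated cells and 100% = wells with medium but no cells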
A3G deaminase: APOBEC3G DNA deaminase inhibitors, primary screen, biochemical, fluorescence, single-stranded DNA substrate, uHTS; 330,000 compounds, 0.28% hits; recombinant A3G, ssDNA deamination FAM/TAMRA fluorescence; DNA dC->dU-editing enzyme APOBEC-3G (Homo sapiens), Q9HC16; inhibition, % at 20 µM;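 active means inhibition of at least 40% at 20 µM, with no more than 30% in the related APOBEC3A deaminase screen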;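 further: plate controls were DMSO wells with A3G for no effect and wells lacking A3G enzyme for full effect; some compounds called inactive have numbers as strong as hits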
Target sequence (Q9HC16 whole entry, looked up): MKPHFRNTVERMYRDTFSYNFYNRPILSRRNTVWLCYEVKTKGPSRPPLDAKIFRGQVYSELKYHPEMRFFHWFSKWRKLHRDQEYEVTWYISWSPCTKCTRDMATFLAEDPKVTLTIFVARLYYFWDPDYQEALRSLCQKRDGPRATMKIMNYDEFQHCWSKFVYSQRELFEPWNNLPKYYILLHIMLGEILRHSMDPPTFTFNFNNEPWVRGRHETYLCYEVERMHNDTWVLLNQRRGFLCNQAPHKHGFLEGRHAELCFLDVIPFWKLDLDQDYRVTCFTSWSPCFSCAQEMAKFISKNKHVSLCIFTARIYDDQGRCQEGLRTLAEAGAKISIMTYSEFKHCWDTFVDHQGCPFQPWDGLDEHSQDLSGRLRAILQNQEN
A3A deaminase: APOBEC3A ssDNA deaminase inhibitors, primary screen, selectivity assay for APOBEC3G inhibitor project, biochemical, FAM/TAMRA oligo cleavage fluorescence; DNA dC->dU-editing enzyme APOBEC-3A (Homo sapiens), P31941; recombinant A3A, FAM/TAMRA ssDNA deamination fluorescence; inhibition, % at 20 µM; 330,000 compounds, 0.41% hits;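 active means at least 40% inhibition at 20 µM here, with at most 30% in a related deaminase screen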;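 further: plate controls were A3A with DMSO for no effect and wells lacking A3A enzyme for full effect; some results filed as inactive read as strong as hits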
CXCR6 inh: CXCR6 receptor inhibitors, primary screen, cell-based, beta-arrestin, luminescence, CHO-K1 PathHunter, 1536-well | C-X-C chemokine receptor type 6 (Homo sapiens), O00574 | inhibition, % at 20 µM | 360,000 compounds, 0.36% hits | AID 602244, 2012; in the data active means inhibition above about 34%, passing the limit was not always enough;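 further: antagonist mode with CXCL16 agonist at 10 nM final; 0% = 10 nM CXCL16 with DMSO and 100% = unstimulated wells without agonist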
Target sequence (O00574 whole entry, looked up): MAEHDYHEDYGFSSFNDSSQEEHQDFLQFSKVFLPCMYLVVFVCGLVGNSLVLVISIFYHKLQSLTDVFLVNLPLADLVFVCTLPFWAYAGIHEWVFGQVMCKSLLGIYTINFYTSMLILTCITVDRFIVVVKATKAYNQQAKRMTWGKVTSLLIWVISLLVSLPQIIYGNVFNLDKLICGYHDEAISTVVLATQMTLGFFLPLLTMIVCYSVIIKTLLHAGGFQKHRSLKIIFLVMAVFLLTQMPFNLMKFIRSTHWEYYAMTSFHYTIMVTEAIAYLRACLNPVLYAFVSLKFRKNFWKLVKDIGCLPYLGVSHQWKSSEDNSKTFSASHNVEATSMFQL
MPTP inh: mitochondrial permeability transition pore inhibitors, primary screen, biochemical, isolated mouse mitochondria, absorbance | Ca2+ swelling absorbance, 30 min | 360,000 compounds, 1.4% hits | inhibition, % at 10 µM;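 active means inhibition of 50% or more, scaled per plate between neutral and stimulator controls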;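 further: 0% = DMSO wells given calcium and 100% = 1 mM EGTA wells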
GRIN3A LBD mod: binders of NR3A ligand-binding domain, primary screen, biophysical, differential scanning fluorimetry, uHTS; Glutamate receptor ionotropic, NMDA 3A (GRIN3A) ligand-binding domain; NR3A LBD differential scanning fluorimetry, Tm shift; 0% = protein alone, 100% = glycine-bound protein; Tm shift relative to glycine control, % at 25 µM; 340,000 compounds, 2.5% hits;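 active means melting temperature shift of at least 10% of the positive control shift, at one fixed dose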
EBI2 antag: EBI2 receptor antagonists, beta-arrestin recruitment, primary screen, cell-based, luminescence, 7a,25-OHC stimulation, uHTS; G-protein coupled receptor 183 (Homo sapiens), P32249; 7a,25-OHC stimulated; inhibition, % at 5 µM; 360,000 compounds, 0.81% hits; in the data active means inhibition above about 38%;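 further: enzyme fragment complementation signal reports receptor beta-arrestin coupling in cells; 0% = agonist plus DMSO wells and 100% = wells without agonist; some results beyond the cut were filed as inactive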
Target sequence (P32249 whole entry, looked up, the tested form may be a part): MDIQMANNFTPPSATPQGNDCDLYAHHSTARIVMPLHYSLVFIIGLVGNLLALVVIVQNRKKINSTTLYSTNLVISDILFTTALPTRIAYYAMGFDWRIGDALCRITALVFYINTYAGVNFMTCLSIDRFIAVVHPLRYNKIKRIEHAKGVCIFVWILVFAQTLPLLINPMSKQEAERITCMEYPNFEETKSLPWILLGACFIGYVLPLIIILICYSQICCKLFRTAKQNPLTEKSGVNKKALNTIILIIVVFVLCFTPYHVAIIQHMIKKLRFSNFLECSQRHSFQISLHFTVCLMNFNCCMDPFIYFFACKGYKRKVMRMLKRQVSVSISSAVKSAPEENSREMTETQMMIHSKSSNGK
CCR6 antag: CCR6 receptor antagonists, primary screen, cell-based, CHO-K1, luminescence, beta-arrestin, uHTS. C-C chemokine receptor type 6 (Homo sapiens), P51684. CHO-K1 CCR6 PathHunter beta-arrestin, CCL20-stimulated. inhibition, % at 20 µM. 340,000 compounds, 0.49% hits. AID 493098, 2011;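 active means compounds whose inhibition of the agonist-driven luminescence signal at 20 µM reaches about 50%, limit read from the data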;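 further: cells stimulated with CCL20 at 14 nM final; plate controls were DMSO with CCL20 for no effect and DMSO without agonist for full effect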
Starred values were filed as active, the others as inactive; x = not tested or not shown. Rows were taken by chance; 5.8% or so of the library scored in one or more.

SMILES	Gli-Sufu block	A3G deaminase	A3A deaminase	CXCR6 inh	MPTP inh	GRIN3A LBD mod	EBI2 antag	CCR6 antag
Cc1c(/C=N/NC(=O)CNc2ccccc2)c2ccccn2c1C(=O)c1ccc(Cl)cc1	-14.2	-5.4	-2.3	0.3	0.0	6.2	18.5	20.7
O=C1c2cccnc2C(=O)N1CNc1ccc(Cl)cc1	-12.2	-15.4	-5.0	-5.7	-2.4	-1.9	-17.1	-8.1
CCCC/C(O)=N\S(=O)(=O)c1ccc(N=NN(C)C)cc1	0.2	-1.4	2.8	2.2	-1.0	1.0	1.4	7.2
Cc1ccc(S(=O)(=O)CCC(=O)NNC(=O)CN(C)S(=O)(=O)c2ccc(C)cc2)cc1	-17.4	4.8	2.3	4.7	0.8	0.4	4.1	10.0
Cc1cc2oc(=O)cc(-c3ccccc3)c2c(C)c1-c1ccc(C(F)(F)F)cc1	12.8	-0.9	1.8	11.0	-0.8	-3.8	-16.1	18.3
CCCCCN(C(=O)CCC(=O)OCCOc1ccc(OCC)cc1)c1c(N)n(CCCC)c(=O)[nH]c1=O	25.7	-4.0	-1.8	-1.4	-1.7	1.8	-5.6	-0.4
c1ccc(C2=Nn3c(nnc3-c3ccccn3)SC2)cc1	6.7	-6.7	-3.9	2.3	-2.4	0.3	2.8	11.9
NC(=O)C1CCN(CC(=O)NC(=O)NC2CCCC2)CC1	19.1	-6.0	-2.8	3.0	-0.3	-0.2	-1.6	2.5
O=C(COC(=O)C1CC1)Nc1ccc2c(c1)OCO2	-1.3	-11.6	-0.8	-1.0	-1.2	-3.8	0.8	-5.2
Cc1ccc(OCc2ccc(C(=O)NNC(=S)NCC3CCCO3)o2)c([N+](=O)[O-])c1 (centres undefined)	-11.4	1.5	-3.7	5.3	-0.4	-1.9	3.6	12.6
CCCNC(=O)Cn1cnc2sc(C(=O)N3CCN(CCC)CC3)c(C)c2c1=O	-1.8	-3.3	-0.1	2.8	0.8	0.1	-4.3	-2.0
O=C(CCCc1c[nH]c2ccccc12)N1CCCCCC1	-34.5	3.1	0.4	-3.9	2.4	-2.2	11.7	12.8
Cc1cnc2c(C(=O)O)cnn2c1	-10.6	0.8	0.2	-0.2	-0.1	-0.5	2.2	-19.2
O=C(CC1C(=O)NCCN1Cc1ccc(F)c(F)c1)NCCCn1ccnc1 (centres undefined)	-2.0	6.8	2.0	2.3	-1.8	-0.4	-13.7	3.0
CN(C)c1ccc(NC(=O)Oc2ccccc2)cc1	-1.7	-6.8	-8.9	1.7	0.9	-1.0	2.2	3.6
CC(C)CN(C(=O)C1CC1)c1c(N)n(Cc2ccccc2)c(=O)[nH]c1=O	-17.6	-6.2	1.5	4.3	-1.1	x	-9.0	2.9
CCOC(=O)CC1C(=O)NCCN1S(=O)(=O)c1ccc(Cl)c(Cl)c1 (centres undefined)	4.5	-7.1	-2.7	0.0	-0.6	0.2	4.6	1.1
CCc1nc(NCc2cccnc2)c2oc3ccccc3c2n1	11.2	-4.7	-4.4	-3.5	3.8	-1.2	-11.5	-16.9
COc1cc(OC)c(NC(=O)Cn2cccc2)cc1Cl	0.8	-6.7	-7.0	7.8	0.5	1.3	4.8	15.5
Cc1cc(C)c(NC(=S)N(C)C)c(C)c1	-4.7	-9.5	-1.1	-3.8	0.6	1.9	-7.1	15.9
COc1ccc2nc(NC(=O)c3ccccc3O)sc2c1	-92.6	-6.9	-6.3	0.4	2.0	9.8	-4.8	-3.6
CN(CCOc1ccccc1)C(=O)c1cc([N+](=O)[O-])cc([N+](=O)[O-])c1	2.0	-9.1	-1.6	-9.2	-0.1	0.8	3.1	-15.4
COc1ccc(OC)c(NC(=O)CCOc2cccc(C)c2)c1	-23.0	-7.1	-2.5	-1.5	-1.9	0.5	-5.4	20.4
CCOC(=O)[C@@H]1[C@H]2COc3ccccc3[C@H]2N2C(=O)N(c3cccc(C)c3)C(=O)[C@]12C	1.3	-5.6	-1.0	-2.1	1.4	0.5	-9.1	14.4
C=CCc1cccc(C=Nc2ccc(Br)cc2)c1O	-6.3	-3.7	0.6	-11.5	-0.2	1.0	-3.8	11.8
O=C(O)CCCC(=O)N(Cc1ccccc1)Cc1ccccc1	38.8	8.2	1.2	0.1	-3.1	1.5	0.2	-4.7
COc1ccc(C/C(N)=N/OC(=O)CCc2ccccc2)cc1	28.2	-6.5	-1.1	-6.5	-0.7	1.4	12.1	0.5
COC(=O)C1=C(Nc2ccc(OC)cc2)C=C(C)C(C(=O)OC)C1c1ccc(C)cc1 (centres undefined)	-5.3	-7.6	-2.4	13.4	0.3	2.9	9.4	5.5
CC(C)Nc1nc2cccnc2s1	-2.7	-7.9	-3.9	0.2	1.6	1.1	5.3	1.2
CN(C)c1cccc(C(=O)NNC(=S)NC2CCCC2)c1	-24.8	-0.2	-1.2	1.4	-2.7	0.2	-3.7	9.5
COC(=O)c1ccccc1NC(=S)NC(=O)C1CC1	10.4	-7.5	-4.6	1.7	-0.5	0.4	-0.6	12.2
COc1cc(-c2nc(CN(C)Cc3nnc(C)o3)c(C)o2)ccc1F	-6.5	-9.1	-1.9	-1.8	1.1	-2.0	-5.8	-9.2
Cc1c(NC(=O)CN2C(=O)NC(C)(c3ccccc3)C2=O)c(=O)n(-c2ccccc2)n1C (centres undefined)	-5.4	-10.5	-3.2	-7.2	-1.6	-2.4	-2.2	2.9
CCOC(=O)Cc1csc(NS(C)(=O)=O)n1	4.8	-3.8	-7.8	3.5	-0.1	-0.7	1.2	6.0
COc1cc(C2CC(c3cccs3)=NN2C(=O)CCl)ccc1OC(F)F (centres undefined)	12.9	-9.4	-1.3	-3.2	0.5	0.4	14.4	14.2
CCOC(=O)C1(Cc2ccccc2)CCN(Cc2ccc3c(c2)OCCO3)CC1	-19.5	0.4	2.2	-0.1	0.4	0.1	5.0	2.6
O=C(NNC(=O)C12CC3CC(CC(Br)(C3)C1)C2)c1ccccc1F	12.5	-0.4	1.6	-2.5	0.0	-2.2	-13.4	4.6
C#CCn1c(=NC(=O)c2ccco2)sc2cccc(Cl)c21	-7.4	-4.4	-5.0	8.5	1.0	-0.2	-11.8	8.2
O=C(CSc1nnc(-c2ccco2)o1)NC1CC2CCC1C2 (centres undefined)	24.4	-3.6	-0.6	3.6	-0.8	-5.3	-0.4	1.7
Cc1ccc(-n2nc3c(c2NC(=O)c2ccc(F)c(F)c2)CS(=O)(=O)C3)cc1	16.4	-4.3	-4.3	3.6	0.6	0.1	4.1	-2.1
N#Cc1ccc(C(=O)OCC(=O)N2CCN(C(=O)c3ccco3)CC2)cc1	-0.8	20.7	1.2	-2.9	-1.2	4.7	-2.3	9.0
Cc1ccc(C)c(N2CCN(C(=O)c3ccc4c(c3)c(C)c(C)n4C)CC2)c1	-26.9	-6.8	-7.4	4.7	-1.4	-1.1	72.7*	9.4
Cc1ccc(/C=N/NC(=O)c2c(C)nc3ccc(Br)cn23)cc1	45.1	-0.8	0.9	-4.2	-1.2	-0.3	-29.2	-0.7
O=C(NCc1ccco1)c1sc(=S)n2c1[nH]c(=O)c1ccccc12	8.0	-2.0	-0.9	-0.1	89.4*	8.8	-2.1	10.4
COc1ccc(NS(=O)(=O)c2cn(C)cn2)c(OC)c1	-1.6	-1.1	-2.4	-2.3	-1.5	-1.4	-9.4	5.3
Cc1cccc(NC(=O)CN(C)C(=O)C2CC2)c1C	-4.2	-5.4	1.8	0.4	-1.8	0.4	-8.0	8.6
O=C(NCc1ccco1)/C(=C\c1ccco1)NC(=O)c1ccco1	-3.6	-2.9	3.9	1.7	2.3	-0.4	-7.5	8.5
COC(=O)c1onc(-c2c(Cl)cccc2Cl)c1C(=O)OC	-5.4	11.1	1.2	-4.5	0.9	-2.1	-13.3	1.4

Whole records, quoted from the list.
O=C(NCc1ccco1)c1sc(=S)n2c1[nH]c(=O)c1ccccc12 as listed: Gli-Sufu block = 8.0; A3G deaminase = -2.0; A3A deaminase = -0.9; CXCR6 inh = -0.1; MPTP inh = 89.4*; GRIN3A LBD mod = 8.8; EBI2 antag = -2.1; CCR6 antag = 10.4
Cc1ccc(C)c(N2CCN(C(=O)c3ccc4c(c3)c(C)c(C)n4C)CC2)c1 as listed: Gli-Sufu block = -26.9; A3G deaminase = -6.8; A3A deaminase = -7.4; CXCR6 inh = 4.7; MPTP inh = -1.4; GRIN3A LBD mod = -1.1; EBI2 antag = 72.7*; CCR6 antag = 9.4

(next part)
SMILES	Gli-Sufu block	A3G deaminase	A3A deaminase	CXCR6 inh	MPTP inh	GRIN3A LBD mod	EBI2 antag	CCR6 antag
O=C(NCc1ccccc1F)c1cccc(S(=O)(=O)NCc2ccccc2)c1	-7.8	-3.8	-5.5	-1.1	0.9	6.0	3.6	13.4
O=C(CCN1C(=O)/C(=C\c2ccccc2)SC1=S)N1CCOCC1	-5.9	-9.9	-5.7	-0.7	0.4	0.8	-7.2	10.7
COc1ccc(C2C(C(C)=O)=C(C)Nc3ncnn32)cc1 (centres undefined)	33.1	-1.8	-6.1	2.7	-0.4	0.1	-2.5	-5.9
CNC(=O)C(NC(=O)c1ccccc1)=C(C)C	-1.2	24.4	8.3	5.1	-1.5	1.3	1.9	1.6
COc1ccc(S(=O)(=O)Nc2c(O)ccc3ccccc23)cc1OC	2.3	6.5	-3.0	-9.8	1.5	1.1	-2.6	-2.9
Cc1ccccc1-n1c(SCC(=O)Nc2cccc3ccccc23)nc(O)cc1=O	-8.3	-4.3	-2.8	-2.6	-0.2	-6.3	-3.5	9.7
Cc1cc(N2CCC(C)CC2)nc(NCc2ccccc2)n1	51.9	-0.3	9.4	-4.2	90.9*	-0.1	2.4	19.2
Clc1ccc(-c2ccc(/C=N/Nc3nncc(-c4ccccc4)n3)o2)cc1	-0.2	-3.0	-1.7	-12.2	-0.1	-2.3	-36.5	-2.8
CCOc1cc(NC(=S)NCC2CCCO2)c(OCC)cc1NC(=O)c1ccccc1C (centres undefined)	13.2	-5.3	-5.2	4.2	1.0	-0.2	20.2	-14.4
Cc1ccc(-c2cc(C(=O)N3CCCC3)no2)cc1	-33.9	-1.3	-3.7	3.1	0.0	0.8	-8.9	-8.8
O=C(Cc1cccc(NC(=O)C2CCCN(C(=O)C3CCC3)C2)c1)Nc1cccc(C(=O)N2CCOCC2)c1 (centres undefined)	-0.3	x	x	-7.8	-0.9	0.2	-3.6	-0.8
Cc1nnc(SCC(=O)Nc2cc(S(C)(=O)=O)ccc2Cl)n1Cc1ccccc1	-7.3	-9.1	-0.9	4.9	-2.6	-2.4	6.4	-8.2
CC(=O)Nc1ccc2c(c1)C(=O)N(c1cccc(C)c1)C2=O	-6.3	-2.4	0.5	-5.0	1.2	0.0	6.7	11.7
COc1ccc2c(c1)CCc1c(C(=O)NCCCn3ccnc3)noc1-2	3.3	1.0	-1.0	-2.1	-0.6	-0.7	2.5	3.7
Oc1c(Br)cc2oc3c(c2c1CNCc1ccccc1)CCCC3	-2.9	-3.4	-1.1	-2.5	2.7	-0.7	0.7	7.9
COc1ccc(OC)c(NC(=S)N2CCc3ccccc3C2)c1	-1.9	-2.8	-0.7	8.3	0.2	1.6	-2.4	19.0

Screening results deposited in PubChem BioAssay by Sanford-Burnham Center for Chemical Genomics.
